Compound activity (PubChem)
GSK3A inh: human GSK-3 alpha kinase inhibition; P49840; ADP-Glo luminescence, 60 min; inhibition, % at 10 µM; 320,000 tested, 0.1% active; AID 2650;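 in the data active = inhibition above about 50%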;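 also: GST-tagged GSK-3 alpha with peptide substrate and 25 µM ATP; 0% = DMSO neutral wells and 100% = GW8510 positive control wells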
KCNQ1 inh: blocks the human KCNQ1 potassium channel; P51787; CHO-K1 KCNQ1, FluxOR thallium flux fluorescence; stronger effect = higher value; B-score at 10 µM; 310,000 tested, 1.3% active; AID 2642;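 active = compounds whose thallium flux B-score, printed positive for inhibition, exceeds three library SD while starting fluorescence stays within three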;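 also: channel opened by potassium depolarization with thallium stimulus after 20 min compound exposure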
Target sequence (P51787 whole entry, looked up): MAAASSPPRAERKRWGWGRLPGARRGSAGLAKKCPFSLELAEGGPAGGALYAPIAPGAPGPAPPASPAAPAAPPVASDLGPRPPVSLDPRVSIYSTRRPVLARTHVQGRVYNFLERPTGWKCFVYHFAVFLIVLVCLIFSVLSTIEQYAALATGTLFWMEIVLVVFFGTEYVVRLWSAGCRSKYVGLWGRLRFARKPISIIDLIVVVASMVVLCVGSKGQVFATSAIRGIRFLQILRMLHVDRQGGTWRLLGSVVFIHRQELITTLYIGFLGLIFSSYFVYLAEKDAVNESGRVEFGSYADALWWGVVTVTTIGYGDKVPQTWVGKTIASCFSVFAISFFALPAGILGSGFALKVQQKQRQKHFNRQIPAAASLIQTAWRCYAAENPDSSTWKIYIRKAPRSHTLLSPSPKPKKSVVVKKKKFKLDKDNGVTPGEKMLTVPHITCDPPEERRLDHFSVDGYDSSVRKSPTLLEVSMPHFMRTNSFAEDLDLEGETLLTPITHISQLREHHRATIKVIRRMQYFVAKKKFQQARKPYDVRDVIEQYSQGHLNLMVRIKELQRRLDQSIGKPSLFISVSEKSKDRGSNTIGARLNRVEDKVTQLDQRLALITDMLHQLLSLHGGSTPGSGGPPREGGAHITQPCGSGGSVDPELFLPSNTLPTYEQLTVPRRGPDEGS
RGS4 act: RGS4 potentiation or activation; AID 463111; HEK293 M3R/inducible RGS4, carbachol calcium flux Fluo4; stronger effect = lower value; 310,000 tested, 0.92% active; B-score at 10 µM;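 active = B-score of the integrated calcium signal more than 4 SD below the library mean, with starting fluorescence not abnormally high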;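 also: negative B-score means reduced calcium response which marks RGS4 activation or potentiation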
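Material: Inducible-RGS4 HEK293 cells carrying M3 receptor; also added: carbachol at ECmax as muscarinic agonist stimulus; incubation: compound preincubation 20 min at room temperature before agonist; signal: Fluo4-AM (2 µM) calcium-flux fluorescence, kinetic read; measure: integrated calcium ratio converted to B score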
RGS4 block: human RGS4 inhibition; B-score at 10 µM; 310,000 tested, 0.45% active; HEK293 M3R/RGS4 inducible, Fluo-4 calcium flux; stronger effect = higher value; triggered by carbachol at its EC20; P49798;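 active = B-score, a plate-corrected calcium signal, over three deviations above library mean, with baseline fluorescence within five deviations of library mean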;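 also: RGS4 expression induced by doxycycline in cells with stable M3 receptor; B-score is computed from the integrated fluorescence ratio over baseline after carbachol; higher B-score means a larger calcium signal and so more RGS4 inhibition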
KCNK3 inh: human KCNK3 channel inhibition, primary screen; O14649; AID 602410; B-score at 10 µM; CHO-KCNK3 thallium flux, FluxOR fluorescence; stronger effect = lower value; 340,000 tested, 0.84% active;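 active = B-score under library mean minus 4 SD, starting fluorescence ratio at most library mean plus 5 SD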;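 also: more negative B-score means stronger inhibition of thallium flux through KCNK3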
KCNK9 block: human KCNK9 channel inhibition | Q9NPC2 | HEK293 KCNK9, FluxOR thallium flux fluorescence; stronger effect = lower value | B-score at 10 µM | 310,000 tested, 1.2% active | AID 488922;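 active = ratio B-score over 3 SD below the library mean, with starting fluorescence within 5 SD of its mean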;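 also: negative B-score means less thallium flux so channel inhibition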
Target sequence (Q9NPC2 whole entry, looked up): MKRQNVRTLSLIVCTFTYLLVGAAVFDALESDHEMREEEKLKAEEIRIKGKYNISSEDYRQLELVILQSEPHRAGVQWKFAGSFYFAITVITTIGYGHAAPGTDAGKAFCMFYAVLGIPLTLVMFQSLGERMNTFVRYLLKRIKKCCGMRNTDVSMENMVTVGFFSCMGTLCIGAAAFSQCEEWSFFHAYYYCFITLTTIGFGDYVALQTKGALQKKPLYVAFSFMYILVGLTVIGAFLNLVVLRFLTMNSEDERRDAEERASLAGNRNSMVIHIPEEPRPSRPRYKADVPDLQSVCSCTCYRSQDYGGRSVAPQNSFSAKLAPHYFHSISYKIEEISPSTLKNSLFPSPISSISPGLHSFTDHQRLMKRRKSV
Dyrk1A ADPGlo: inhibitors of rat Dyrk1A kinase. ADP-Glo luminescence, NFATc1 peptide. inhibition, % at 12.5 µM. 310,000 tested, 0.43% active. AID 504441; in the data active = inhibition above about 50%;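 also: plate controls were vehicle with enzyme for no effect and no enzyme for full effect; many of its hits are not listed in these tables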
hERG rescue: compounds protecting human hERG from proarrhythmic drug block; 310,000 tested, 0.51% active; Q12809; activation (rescue from dofetilide block), less the hit threshold, % at 10 µM; CHO-hERG, FluxOR thallium flux, dofetilide IC70 present; AID 1511;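 active = activation above the mean of controls blocked by dofetilide plus 5 SD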;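 also: thallium influx through hERG after potassium depolarization seen as dye fluorescence rise; in these data hits start at about 4.7%; inactives centre near -7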
PolyA inhibitor: yeast polyadenylation inhibition. calls only at 12 µM. AID 1875. S. cerevisiae SKY197-pL101 polyadenylation reporter, beta-gal luminescence; efflux-impaired pdr1/pdr3 knockout yeast; score 100 = 6 SD above DMSO. 300,000 tested, 0.02% active;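 active = lowest replicate activity score at least 50, where 100 means six control SD above control mean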;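 also: yeast exposed to compound for 9 h at 30 °C; higher score means more reporter readthrough which indicates perturbed polyadenylation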
KCNQ1 pot: potentiates or activates the human KCNQ1 potassium channel. CHO-K1 KCNQ1, thallium flux FluxOR fluorescence; stronger effect = higher value. 310,000 tested, 0.35% active. B-score at 10 µM. AID 2648. P51787;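 active = fluorescence ratio B-score, a plate-corrected score, at least three library SD, with initial intensity B-score within 5 SD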
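Schedule – 37 °C overnight plating, 90-min dark dye load, 20-min compound pretreatment · System – stable KCNQ1 CHO-K1 line · Probe or stimulus – thallium- and potassium-containing depolarizing buffer · Measured by – kinetic FluxOR fluorescence, 10 s baseline plus 110 s post-stimulus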
GSK3B inh: blocks human GSK3beta kinase activity. P49841. GST-GSK3beta kinase, ADP-Glo luminescence, 60 min; stronger effect = lower value. activity score (negative = inhibition), % at 10 µM. 300,000 tested, 0.038% active. AID 2097;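 active = more than half of replicate wells score below -50%, meaning over 50% inhibition versus plate controls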;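 also: 0% = median DMSO wells and -100% = median GW8510 positive control wells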
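Test system: GST-tagged human GSK3beta kinase, cell-free; evaluation: activity score scaled between in-plate DMSO and GW8510 controls; measured by: ADP-Glo luminescence; incubation: 60 min reaction, RT; benchmarks: DMSO and 20 µM GW8510; reagent: peptide substrate plus 25 µM ATP (final); medium: Tris/MgCl2 kinase buffer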
The depositor's hits bear a star; i = inactive; . = not tested or not shown. Some of the compounds tested; rates above refer to the full screens.

SMILES | GSK3A inh | KCNQ1 inh | RGS4 act | RGS4 block | KCNK3 inh | KCNK9 block | Dyrk1A ADPGlo | hERG rescue | PolyA inhibitor | KCNQ1 pot | GSK3B inh
COCCNC(=O)CCc1nnc2ccc(N3CCC(C)CC3)nn12 | 3 | i | i | i | i | i | -8 | -4 | i | i | 2
COc1ccc(NC(=O)C2CCCCN2N)cc1OC (stereo not given) | 3 | i | i | i | i | i | 10 | -2 | i | i | -1
CC(=O)N/C(=C\c1ccccc1)C(=O)OCC(=O)N(CC(C)C)c1c(N)n(Cc2ccccc2)c(=O)[nH]c1=O | 0 | i | i | i | i | i | 9 | -3 | i | i | .
O=C(Cn1nnc2ccccc21)OCc1ccccc1 | -2 | i | i | i | i | i | -7 | -13 | i | i | 2
Cc1ccc(S(=O)(=O)N2CCC(=O)N(C(COCc3ccc(Cl)cc3Cl)Cc3ccccc3)CC2)cc1 (stereo not given) | 2 | i | i | i | i | i | 6 | -13 | i | i | -1
Cc1cccc(C(=O)Nc2c3c(nn2C(C)(C)C)CS(=O)(=O)C3)c1 | 1 | i | i | i | i | i | -3 | -4 | i | i | 0
S=c1[nH]nc(Cc2ccc(Br)cc2)n1/N=C/c1ccc(Cl)cc1 | -2 | i | i | i | i | i | -7 | 16* | i | i | 0
CCOC(=O)CN1CC23C=CC(O2)C(C(=O)Nc2ccc(OCC)cc2)C3C1=O (stereo not given) | -1 | i | i | i | i | i | 11 | -8 | i | i | -1
CC(/C=C/c1ccccc1)=N\NC(=O)c1cc(C)nc2ccccc12 | 4 | i | i | i | i | i | -14 | -9 | i | i | 2
O=C1c2cc(CO)cc(O)c2C(=O)c2c(O[C@@H]3OC(CO)[C@@H](O)[C@@H](O)[C@@H]3O)cccc21 (stereo not given in full) | -2 | i | i | i | i | i | 8 | -6 | i | i | 1
CCN(CC)CCN(C(=O)c1ccc2c(c1)OCCO2)c1nc2c(Cl)cccc2s1 | -1 | i | i | i | i | i | 0 | -14 | i | i | -2
CCN(C1CCS(=O)(=O)C1)S(=O)(=O)c1cccs1 (stereo not given) | -4 | i | i | i | i | i | -5 | -1 | i | i | 1
CN(C)S(=O)(=O)c1cccc(NC(=O)c2cc(-c3cccs3)nn2-c2cccc(Cl)c2)c1 | -4 | i | i | i | i | i | 2 | 1 | i | i | 3
O=C(CSC1=NS(=O)(=O)c2ccccc2N1)NCCc1ccccc1 | -2 | i | i | i | i | i | 16 | -7 | i | i | 4
Cc1cc(C(=O)NC2CCCN(Cc3ccccc3F)C2)n[nH]1 (stereo not given) | -3 | i | i | i | i | i | -2 | -14 | i | i | -1
CCN(C(=O)c1ccc(S(=O)(=O)N2CCCC2)cc1)C1CCS(=O)(=O)C1 (stereo not given) | 0 | i | i | i | i | i | 1 | -6 | i | i | 3
COC(=O)C1=C(N)Oc2cc(C)[nH]c(=O)c2C1c1cc(OC)c(OC)c(OC)c1 (stereo not given) | -2 | i | i | i | i | i | 1 | -9 | i | i | 1
Cc1ccc(C(C(=O)NC2CCCCC2)N(Cc2cccnc2)C(=O)C2COc3ccccc3O2)o1 (stereo not given) | -2 | i | i | i | i | i | 6 | 2 | i | i | -1
O=C(CN1C(=O)CCSc2ccc(S(=O)(=O)N3CCOCC3)cc21)Nc1cccc(F)c1 | 0 | i | i | i | i | i | 6 | -17 | i | i | -2
O=C(NCc1ccccn1)C1CCC(=O)N1C1CCCCC1 (stereo not given) | -4 | i | i | i | i | i | 2 | 1 | i | i | 3
Cc1nn(C(C)C(=O)NC2CC2)c(=O)c2nn(-c3ccccc3)c(C)c12 (stereo not given) | 9 | i | i | i | i | i | 3 | -3 | i | i | 1
CCn1c(/C=N/c2nc3ccccc3n2C)nc2ccccc21 | -1 | i | i | i | i | i | 5 | 2 | i | i | 0
O=C(Nc1ncn[nH]1)c1ccc(Cl)c(S(=O)(=O)N2CCCCCC2)c1 | -2 | i | i | i | i | i | 2 | -13 | i | i | -1
Cc1c(CCC(=O)NCC(=O)NCC(=O)O)c(=O)oc2cc3oc4c(c3cc12)CCCC4 | 0 | i | i | i | i | i | 5 | -1 | i | i | 1
N#CC1=C(SCC(=O)Nc2cccc3cccnc23)NC(=O)C(C#N)C12CCCCC2 (stereo not given) | -2 | i | i | i | i | i | 15 | -18 | i | i | 2

Already shown: six of the compounds above.
SMILES | GSK3A inh | KCNQ1 inh | RGS4 act | RGS4 block | KCNK3 inh | KCNK9 block | Dyrk1A ADPGlo | hERG rescue | PolyA inhibitor | KCNQ1 pot | GSK3B inh
COCCNC(=O)CCc1nnc2ccc(N3CCC(C)CC3)nn12 | 3 | i | i | i | i | i | -8 | -4 | i | i | 2
COc1ccc(NC(=O)C2CCCCN2N)cc1OC (stereo not given) | 3 | i | i | i | i | i | 10 | -2 | i | i | -1
CC(=O)N/C(=C\c1ccccc1)C(=O)OCC(=O)N(CC(C)C)c1c(N)n(Cc2ccccc2)c(=O)[nH]c1=O | 0 | i | i | i | i | i | 9 | -3 | i | i | .
O=C(Cn1nnc2ccccc21)OCc1ccccc1 | -2 | i | i | i | i | i | -7 | -13 | i | i | 2
Cc1ccc(S(=O)(=O)N2CCC(=O)N(C(COCc3ccc(Cl)cc3Cl)Cc3ccccc3)CC2)cc1 (stereo not given) | 2 | i | i | i | i | i | 6 | -13 | i | i | -1
Cc1cccc(C(=O)Nc2c3c(nn2C(C)(C)C)CS(=O)(=O)C3)c1 | 1 | i | i | i | i | i | -3 | -4 | i | i | 0

More compounds:
SMILES | GSK3A inh | KCNQ1 inh | RGS4 act | RGS4 block | KCNK3 inh | KCNK9 block | Dyrk1A ADPGlo | hERG rescue | PolyA inhibitor | KCNQ1 pot | GSK3B inh
C#CCOCCOCCOCCNc1nc(N2CCN(C(=O)[C@H](CCC(=O)O)n3cc(C(N)Cc4ccc(O)cc4)nn3)CC2)nc(N2CCN(C(=O)[C@H](Cc3ccc(O)cc3)n3cc(C(N)[C@H](C)CC)nn3)CC2)n1 (stereo not given in full) | . | i | i | i | . | i | . | -2 | i | i | -2
O=C(Nc1ccccc1)C1=C[C@H](C2CC2)C[C@H](OCCCCO)O1 | 9 | i | i | i | i | i | -2 | -7 | i | i | 1
CCOC(=O)C1CCCN(C(=O)c2cc3ccc(OC)cc3[nH]2)C1 (stereo not given) | -2 | i | i | i | i | i | -1 | -7 | i | i | 3
COc1ccc(NC(=O)c2nc[nH]c2C(=O)NCC(=O)OC(C)(C)C)cc1 | -1 | i | i | i | i | i | 13 | -12 | i | i | -1
CC(=O)Nc1nnc(SCC(=O)Nc2nc(C)cs2)s1 | -1 | i | i | i | i | i | -1 | -9 | i | i | 0
CCOc1ccc(S(=O)(=O)Nc2ccccc2C(=O)N/N=C/c2c(OC)ccc3ccccc23)cc1 | -1 | i | i | i | i | i | -1 | -13 | i | i | 1
CCOc1ccc(NC(=O)CN(c2cccc(C(F)(F)F)c2)S(C)(=O)=O)cc1 | -1 | i | i | i | i | i | -5 | -3 | i | i | 0
CC(=O)c1ccc(OCc2cc(C(=O)N3CCN(C4CCCC4)C(=O)C3)no2)cc1 | -1 | i | i | i | i | i | -4 | -4 | i | i | 1
COCCNC(=O)c1nn2cccnc2c1Cl | -1 | i | i | i | i | i | -8 | -12 | i | i | 4
O=C(Nc1ccc(Cl)cc1F)C1CCN(S(=O)(=O)c2cccnc2)CC1 | 4 | i | i | i | i | i | 4 | -13 | i | i | -4
Cc1ccccc1NC(=O)c1ccc2nc(N3CCOCC3)sc2c1 | -1 | i | i | i | i | i | 1 | -13 | i | i | 1
Cc1cc(NC(=O)CSc2nnc(-c3ccncc3)n2-c2ccc(F)cc2)no1 | -1 | i | i | i | i | i | -11 | -18 | i | i | 1
CS(=O)(=O)Nc1ccc(C2=NN(C(=O)c3ccccc3)C(c3cccs3)C2)cc1 (stereo not given) | -2 | i | i | i | i | i | 4 | -4 | i | i | -1
CC1(C)CC(=O)/C(=N/Nc2ccc(Cl)cc2)CO1 | 2 | i | i | i | i | i | -10 | -14 | i | i | -1
O=C(CCCl)N1CCN(c2nc(-c3ccccc3)cs2)CC1 | -5 | i | i | i | i | i | 1 | -2 | i | i | 3
COc1cc(C2c3c(-c4ccccc4O)n[nH]c3C(=O)N2Cc2ccco2)cc(OC)c1OC (stereo not given) | 1 | i | i | i | i | i | -6 | -9 | i | i | 4
CCOc1ccc(NC(=O)CN2CCN(CC(=O)Nc3ccccc3OC)CC2)cc1 | 0 | i | i | i | i | i | 5 | -3 | i | i | 1
O=C(/C=C/c1cccc2ccccc12)c1ccncc1 | 2 | i | i | i | i | i | 5 | -7 | i | i | 1
CCOc1ccc(S(=O)(=O)/N=C(/c2ccccc2)N(C)C)cc1 | 0 | i | i | i | i | i | 2 | -9 | i | i | 1
COCCNC(=O)c1ccc2c(c1)ncn2-c1cccc(C)c1 | -1 | i | i | i | i | i | 9 | -10 | i | i | 1
CO/N=C(/CNC(=O)c1ccc(F)cc1)c1ccc(Cl)cc1 | 2 | i | i | i | i | i | -3 | -5 | i | i | -2
COc1ccc(-c2cc3ncc(C(C)=O)c(C)n3n2)cc1 | -1 | i | i | i | i | i | -6 | -6 | i | i | -2
Cc1ccccc1/C(N)=N/OC(=O)c1cccs1 | . | i | i | i | i | i | 2 | -5 | i | i | 2
CCCNC(=O)c1ccc(CNc2c(N3CCC(C(=O)OCC)CC3)c(=O)c2=O)cc1 | -4 | i | i | i | i | i | 2 | -8 | i | i | 1

An excerpt from above in order of number of heavy atoms, lowest first:
SMILES | GSK3A inh | KCNQ1 inh | RGS4 act | RGS4 block | KCNK3 inh | KCNK9 block | Dyrk1A ADPGlo | hERG rescue | PolyA inhibitor | KCNQ1 pot | GSK3B inh
COc1ccc(-c2cc3ncc(C(C)=O)c(C)n3n2)cc1 | -1 | i | i | i | i | i | -6 | -6 | i | i | -2
O=C(Nc1ncn[nH]1)c1ccc(Cl)c(S(=O)(=O)N2CCCCCC2)c1 | -2 | i | i | i | i | i | 2 | -13 | i | i | -1
Cc1cc(NC(=O)CSc2nnc(-c3ccncc3)n2-c2ccc(F)cc2)no1 | -1 | i | i | i | i | i | -11 | -18 | i | i | 1
